Assay outcomes (PubChem)
Tb PFK block: blocks T. brucei phosphofructokinase. hit rate 0.17% among 330,000. T. brucei PFK, ADP-Glo luminescence. Potency, µM (series often up to 57.5 µM), for inactives: top-dose activity, negative = inhibition, most hits filed as inhibitors. AID 485367. O15648;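 further: potency means the concentration at half of the fitted maximal effect; 0% = uninhibited 1x PFK enzyme wells and -100% = no-enzyme wells; nearly all actives have a fitted effect of over 60% in size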
Target sequence (O15648 whole entry, looked up): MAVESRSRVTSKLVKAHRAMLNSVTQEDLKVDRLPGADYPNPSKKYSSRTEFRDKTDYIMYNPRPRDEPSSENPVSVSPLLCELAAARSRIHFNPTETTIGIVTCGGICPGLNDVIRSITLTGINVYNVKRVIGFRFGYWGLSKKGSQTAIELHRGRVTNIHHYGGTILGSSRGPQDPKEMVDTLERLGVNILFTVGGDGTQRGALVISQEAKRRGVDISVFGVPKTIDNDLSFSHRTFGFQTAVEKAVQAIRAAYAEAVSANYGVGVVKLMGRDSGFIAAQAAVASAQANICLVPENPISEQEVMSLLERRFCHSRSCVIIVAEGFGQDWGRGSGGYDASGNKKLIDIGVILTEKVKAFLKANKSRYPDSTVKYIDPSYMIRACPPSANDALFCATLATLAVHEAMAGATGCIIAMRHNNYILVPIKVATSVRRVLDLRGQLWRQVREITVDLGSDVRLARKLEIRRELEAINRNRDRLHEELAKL
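Luminescent ADP detection (ADP-Glo, two-step: ATP depletion then ADP-to-ATP conversion for luciferase) reported PFK activity after 45 min room-temperature reaction of 1.25 nM enzyme with 0.5 mM F6P and 0.1 mM ATP at pH 8.0.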
Giardia kill: kills Giardia lamblia. Giardia lamblia trophozoite viability. activity change, % at 7.66 µM, hits read low. hit rate 0.15% among 340,000; in the data active means activity change below about -80%; inconclusive means between about -30% and that limit;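 further: parasites exposed to compound for two days anaerobically before the ATP read; on the % scale 0 is the no-effect control and ±100 the full control effect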
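Killing of trophozoites was scored by loss of ATP luminescence after a 48 hrs anaerobic exposure to compounds at 37 deg C, using 100 cells per well.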
NPC1 promoter act: activates the NPC1 promoter | Huh7 NPC1 promoter luciferase reporter, 24 h | hit rate 2.4% among 320,000 | Potency, µM (titrated, usually from 9.22 µM), without a hit: top-dose activation, usual class: activators;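 further: potency means the concentration at half of the fitted maximal effect; % of control where 0% means no effect; nearly all actives have a fitted effect of over 60% in size; reporter is driven by a mutant NPC1 promoter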
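Huh7 cells stably carrying NPC1 promoter–luciferase, plated in Opti-MEM with 10% FBS for 2 h, were exposed to compound in DMSO for 24 h at 37 °C; luciferase reagent was added for 10 min and luminescence read.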
VP16 counter: inhibits Gal4-VP16 luciferase reporter, ROR gamma counter-screen | Drosophila S2 Gal4-VP16 UAS-luciferase, luminescence, 20 h | Potency, µM (doses to about 53.6 µM), for inactives: at the top dose activity, negative = inhibition, hits mostly inhibitors | hit rate 3.5% among 310,000;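 further: Gal4-VP16 expression switched on by copper sulfate through the metallothionein promoter; potency means the concentration at half of the fitted maximal effect; on the % scale 0 is the no-effect control and ±100 the full control effect; nearly all actives have a fitted effect of over 50% in size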
Coupling enz: coupling enzyme interference in Giardia aldolase counter-screen. coupling enzyme system counterscreen, AmpLite Red fluorescence. activity change, negative = inhibition, % at 58.2 µM, hits read low. hit rate 0.67% among 290,000; in the data active means activity change below about -30%; further: on the % scale 0 is the no-effect control and ±100 the full control effect
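Compounds tested against the coupling enzymes alone at 57.5 uM final; readout was AmpLite Red fluorescence (525/598 nm) after 20 min at RT.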
KCNH2 3.1 inh: blocks the human KCNH2 3.1 channel isoform | U2OS KCNH2 3.1, thallium flux FluxOr; stronger effect = lower value | activity change, % (tested at about 1.8 µM) | hit rate 0.95% among 340,000;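 active means maximum activity change below -70%; inconclusive means maximum activity change from -70% to -50%; inactive means maximum activity change above -50%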;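 further: thallium influx rate constant from kinetic fluorescence after stimulation buffer; on the % scale 0 is the no-effect control and ±100 the full control effect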
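Steps: virus added to U2OS suspension (4 h, RT, dark); medium with 10% FBS added, cells plated, 37 C overnight; FluxOr/Red40 loading buffer 45 min RT; stimulation buffer, 2 min kinetic read; rate constant normalized.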
ELG1 genotoxic: genotoxicity induction in ELG1-luciferase HEK293T cells; HEK293T ELG1-luciferase reporter, luminescence, 16 h; Potency, µM (doses to about 46 µM), without a hit: top-dose activity change, positive = activation, most hits filed as activators; hit rate 1.3% among 330,000; AID 504466; further: potency means the concentration at half of the fitted maximal effect; % of control where 0% means no effect; nearly all actives have a fitted effect of over 60% in size
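Genotoxicity was scored as increased ELG1-luciferase reporter signal, measured by ONE-Glo luminescence (30 min, room temperature). Compound or vehicle exposure of the HEK293T reporter cells lasted 16 hr at 37°C.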
FLuc modulator: firefly luciferase modulation, counter-screen for miR-21 project. purified FLuc, Km substrates, luminescence inhibition. hit rate 6.9% among 360,000. Potency, µM (titrated, usually from 57.5 µM), for inactives: at the top dose activity change, negative = inhibition, actives largely listed as inhibitors;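 further: potency means the concentration at half of the fitted maximal effect; plate controls were vehicle for no effect and reference inhibitor for full effect; nearly all actives have a fitted effect of over 55% in size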
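Biochemical qHTS of compounds, final roughly 60 µM downward over six points, against 10 nM purified firefly luciferase using Km concentrations of substrates (10 uM D-luciferin, 10 uM ATP) in Tris acetate pH 7.5 buffer; luminescence output.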
RORg inh: inhibitors of mouse ROR gamma transcriptional activity; Potency, µM (series often up to 53.6 µM), for inactives: top-dose activity change, negative = inhibition, usual class: inhibitors; AID 2551; hit rate 5.4% among 310,000; Drosophila S2 Gal4-RORgamma UAS-luciferase reporter, 20 h; further: potency means the concentration at half of the fitted maximal effect; on the % scale 0 is the no-effect control and ±100 the full control effect; nearly all actives have a fitted effect of over 60% in size
Target sequence (P51450 whole entry, looked up, the tested form may be a part): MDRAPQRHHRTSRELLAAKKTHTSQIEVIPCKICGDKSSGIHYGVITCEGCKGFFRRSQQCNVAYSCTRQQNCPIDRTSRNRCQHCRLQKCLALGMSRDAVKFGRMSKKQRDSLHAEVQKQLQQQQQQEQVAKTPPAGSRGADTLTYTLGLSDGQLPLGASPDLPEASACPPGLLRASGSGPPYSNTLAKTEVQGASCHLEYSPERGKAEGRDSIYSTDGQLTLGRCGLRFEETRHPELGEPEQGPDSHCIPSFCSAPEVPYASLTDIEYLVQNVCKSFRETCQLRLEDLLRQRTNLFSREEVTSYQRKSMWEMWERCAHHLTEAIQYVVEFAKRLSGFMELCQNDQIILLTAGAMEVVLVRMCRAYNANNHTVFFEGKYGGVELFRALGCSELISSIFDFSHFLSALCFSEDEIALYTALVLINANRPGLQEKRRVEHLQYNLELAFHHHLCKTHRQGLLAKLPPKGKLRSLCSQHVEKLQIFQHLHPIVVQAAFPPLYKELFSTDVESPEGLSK
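Compounds are pin-transferred onto Drosophila Schneider cells expressing a copper-inducible Gal4–ROR gamma transactivation domain fusion. After 1 hr, copper sulfate is added to 700 uM final; luciferase is read 20 hr later.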
uPA surface inh: cell surface uPA generation inhibition; cell surface uPA generation assay, qHTS; Potency, µM (titrated, usually from 38.3 µM), without a hit: top-dose activity change, negative = inhibition, actives largely listed as inhibitors; hit rate 0.31% among 330,000; active means well fitted inhibition curve with a large enough effect; inconclusive means small, poorly fitted or top-dose-only effect; inactive means no such curve, though single readings can be large or run the other way; tested in mouse RAW 264.7 cells; further: potency means the concentration at half of the fitted maximal effect; on the % scale 0 is the no-effect control and ±100 the full control effect; nearly all actives have a fitted effect of over 55% in size
Rab9 promoter act: activates the Rab9 promoter | Huh7 Rab9 promoter-luciferase reporter, luminescence, 24 h | hit rate 2.8% among 320,000 | Potency, µM (doses to about 9.22 µM), without a hit: top-dose activation, negative = inhibition, hits mostly activators; further: potency means the concentration at half of the fitted maximal effect; % of control where 0% means no effect; nearly all actives have a fitted effect of over 60% in size
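Promoter activation is measured as luciferase luminescence in Huh7 cells stably transfected with a Rab9 promoter–luciferase construct, following 24 h compound exposure at 37 °C and 10 min reagent incubation at ambient temperature.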
Starred values were filed as active, the others as inactive; ? = inconclusive; . = not tested or not shown; [ ] = remark or other dose. Unless noted, the call rests on the fitted dose curve; in most records, active means well fitted curve in the direction sought with a large enough effect; inconclusive means small, poorly fitted or top-dose-only effect, or another doubt; inactive means no such curve, though single readings can be large; an effect the other way counts as inactive or inconclusive.

SMILES	Tb PFK block	Giardia kill	NPC1 promoter act	VP16 counter	Coupling enz	KCNH2 3.1 inh	ELG1 genotoxic	FLuc modulator	RORg inh	uPA surface inh	Rab9 promoter act
CNC(=S)N1CCC(n2cnc3ccccc32)CC1	0%	22	-2%	1%	0	4	-5%	-1%	-20%	-4%	-6%
Cc1cccc(Cn2c(=O)n(-c3ccc(CC(=O)NCc4ccco4)cc3)c(=O)c3sccc32)c1	0%	-9	-6%	-27%	0	12	-7%	-11%	-8%	?	-4%
COC(=O)CC1C(=O)NCCN1C(=O)c1cc(OC)c(OC)cc1OC (stereo not given)	1%	-19	2%	-6%	2	-33	-1%	-1%	-6%	8%	-6%
CCc1ccc(NC(=S)N(CCCN2CCN(C)CC2)Cc2cccs2)cc1	-4%	-10	-3%	18%	1	-2	-1%	3%	-13%	6%	9%
COc1ccc(NS(=O)(=O)c2cc(NC(=O)c3cc(F)c(F)cc3Cl)ccc2N2CCOCC2)cc1	0%	-10	.	.	.	?	6%	.	.	-25%	.
COc1ccccc1N1CCN(S(=O)(=O)CCNC(=O)c2ccc(Br)o2)CC1	1%	2	1%	8%	1	15	-3%	2%	2%	-8%	4%
Cc1cc(=O)oc2cc(NC(=O)C(C)N3C(=O)C4CCCCC4C3=O)ccc12 (stereo not given)	-11%	-2	-5%	.	.	7	-2%	.	.	-2%	0%
CCOC(=O)CC1(NC(=O)c2cc(COc3ccc(F)c(F)c3)on2)CCCCC1	-3%	-16	1%	-13%	0	7	-8%	-1%	?	-3%	-2%
CC(Sc1nn(-c2ccccc2)c(=S)s1)C(=O)NCC1CCCO1 (stereo not given)	-2%	7	-3%	.	.	16	-1%	1%	.	-5%	-5%
CCCC(=O)Nc1cccc(Oc2nc(C)cc(C)c2C#N)c1	2%	-6	-1%	-9%	5	-2	-3%	5%	-13%	6%	0%
COc1ccc(OC)c(C2C(C(C)=O)=C(O)C(=O)N2Cc2cccnc2)c1 (stereo not given)	0%	-10	1%	0%	1	4	-3%	1%	17%	16%	-9%
O=[N+]([O-])c1cc(S(=O)(=O)N2CCOCC2)ccc1N1CCCC1	5%	1	2%	0%	1	-16	-1%	1%	?	-1%	12%
CC1(C)NC(=O)N(CC(O)CNC23CC4CC(CC(C4)C2)C3)C1=O (stereo not given)	1%	1	1%	3%	2	8	-1%	3%	18%	3%	-2%
CCC(=O)Nc1cc(-c2nn(C)c(=O)c3ccccc23)ccc1OC	-1%	0	-1%	?	-7	27	?	3%[2.3 µM]	2%	.	1%
CCCn1nnnc1NCc1ccc(N(CC)CC)cc1	-1%	-2	-2%	.	4	31	-1%	3%	.	7%	-2%
CC(C)C[C@@]12C(=O)N(c3cccc(Cl)c3)C(=O)N1[C@H](c1ccc(Cl)cc1)[C@@H]1C(=O)N(C3CCCCC3)C(=O)[C@@H]12	-4%	8	-3%	.	.	0	-2%	-1%	.	7%	-7%
COc1ccc(Nc2nc(OC)nc(N3CCOCC3)n2)cc1	-1%	-6	-12%	21%	1	-1	7%	-3%	13%	15%	-2%
Cn1cc(/C=N\NC(=O)c2cccs2)c2ccccc21	-1%	0	?	?	0	-2	11µM*	?	8.9µM*	-5%	2.2µM*
O=C(/C=C/c1ccc([N+](=O)[O-])cc1)NCc1ccccn1	-3%	-1	-2%	-1%	3	-3	1%	-1%	27%	-2%	-4%
COc1cc(/C=C2\OC(=O)c3c(OC)cccc32)ccc1O	1%	-14	?	-5%	-8	-3	10µM*	3.4µM*	-4%	-14%	?
COc1ccc(C(=O)CSc2nnc(-c3ccco3)n2CC2CCCO2)cc1 (stereo not given)	1%	-17	2%	2%	1	-15	0%	-6%	28%	-1%	-6%
OCCNC(=S)Nc1ccc(Cl)c(Cl)c1	?	-2	1%	11%	1	8	0%	3%	5%	-1%	-10%
COCCNC(=O)C(c1ccc(Cl)cc1)N(CCOC)C(=O)CCC(=O)Nc1nccs1 (stereo not given)	-2%	-5	-1%	-10%	-1	9	1%	2%	32%	-15%	-5%
COc1ccc2sc(C)[n+](C)c2c1	-12%	4	-1%	9%	0	-8	-8%	1%	7%	1%	-13%
CCc1ccc(-c2cc3c(=O)n(CC(=O)NCc4ccccc4F)ncn3n2)cc1	-5%	20	25%	4%	.	8	7%	-25%	25%	-7%	?
Nc1nonc1C(=O)NCCNc1ccc([N+](=O)[O-])cn1	-9%	-7	-4%	-2%	2	-3	1%	-1%	-1%	3%	0%
O=C(c1ccc(N2CN(C(=O)c3ccco3)c3nc4ccccc4nc32)cc1)N1CCOCC1	4%	-6	-2%	-4%	2	2	-1%	-18%	4%	-6%	2%
CC(C)(C)c1ccc(S(=O)(=O)NCC(=O)N2CCN(C(=O)c3ccco3)CC2)cc1	-5%	9	-4%	10%	3	-3	-1%	3%[2.3 µM]	3%	.	-9%
CCN(CC(=O)Nc1ccc(NC(C)=O)cc1)C(=O)c1cccc(S(=O)(=O)N2c3ccccc3CC2C)c1 (stereo not given)	-1%	11	-11%	.	.	24	1%	?	.	0%	8%
CCCc1nnc(SCC(=O)Nc2nccs2)o1	-12%	-4	-8%	9%	-3	-12	-6%	1%	-26%	0%	-6%
Cc1cc(=O)[nH]c(SCC(=O)Nc2nc(-c3ccccc3)c(-c3ccccc3)o2)n1	2%	-10	-1%	-8%	0	12	3%	0%	-5%	-2%	0%
CCN(CC(=O)Nc1ccc(OC)cc1)C(=O)c1cc2c(s1)CCCCC2	0%	-4	6%	.	.	-3	1%	2%	.	-11%	-12%
COC(=O)c1ccc(NC(=O)CSc2nnnn2C2CCCCC2)cc1	3%	11	4%	-6%	4	4	0%	-1%	23%	0%	2%
Cn1cccc1C(C#N)(CC#N)c1cccc(F)c1C#N (stereo not given)	2%	8	-2%	24%	3	5	-8%	4%	-6%	-3%	-1%
CCOCCc1c(O)nc(SCC(=O)NCc2ccco2)[nH]c1=O	-17%	-3	0%	-1%	2	1	-4%	-2%	-23%	-1%	-1%
Cn1nc(-c2ccc3c(c2)OCCO3)c2ccccc2c1=O	2%	-6	-10%	?	1	-4	-5%	3%	-1%	-9%	-13%
CCCCC(CC)CO (stereo not given)	4%	-2	.	-5%	.	8	0%	.	1%	8%	.
CC(=O)NC(Cc1ccc(C(C)C)cc1)C(=O)NC1CCN(c2nc(C)cc(C)n2)CC1 (stereo not given)	1%	7	0%	-3%	-2	-2	-4%	0%	-10%[10 µM]	0%	-3%
O=C(NN1C(=O)C2C(C1=O)C1C=CC2C12CC2)c1ccc(Cl)cc1 (stereo not given)	0%	-5	-6%	4%	5	3	-4%	7%	33%	-2%	-2%
COc1ccc(NC(=S)NNC(=O)Cn2nc(C(F)F)cc2C(F)F)cc1	1%	-6	-1%	-28%	1	8	0%	2%	?	4%	-5%
CC(NC(=O)COc1ccccc1)C(=O)N1CCN(c2ccccc2)CC1 (stereo not given)	1%	-14	-2%	.	.	12	1%	8%	.	?	-5%
O=C(CSc1nc2ccccc2c(=O)n1-c1ccccc1)N1CCc2ccccc2C1	2%	-11	-1%	?	4	1	-13%	-2%	?	-6%	-2%
Nc1cc(OC(=O)c2ccc(F)cc2)nn1S(=O)(=O)c1ccc(F)cc1	-8%	-16	-2%	-7%	-3	-11	5%	3%	-24%	5%	-3%
COc1ccc(OC)c2[nH]c(=O)c(CCNC(=O)C(=O)c3c[nH]c4ccccc34)cc12	-3%	0	1%	-13%	4	-7	-13%	5%	16%	9%	-8%
O=C(O)c1cccc(CSc2nnc(-c3cccnc3)o2)c1	2%	6	17%	?	10	9	-8%	-19%	-19%	-18%	10%

The final 2 compounds of the section before lead into the next.
SMILES	Tb PFK block	Giardia kill	NPC1 promoter act	VP16 counter	Coupling enz	KCNH2 3.1 inh	ELG1 genotoxic	FLuc modulator	RORg inh	uPA surface inh	Rab9 promoter act
COc1ccc(OC)c2[nH]c(=O)c(CCNC(=O)C(=O)c3c[nH]c4ccccc34)cc12	-3%	0	1%	-13%	4	-7	-13%	5%	16%	9%	-8%
O=C(O)c1cccc(CSc2nnc(-c3cccnc3)o2)c1	2%	6	17%	?	10	9	-8%	-19%	-19%	-18%	10%
CC(=O)c1cc(N2CCOCC2)ccc1[N+](=O)[O-]	-5%	?	-1%	3%	2	9	0%	-2%	-7%	5%	2%
CSCCCN1CC[C@@H](N2CCN(c3ccccc3F)CC2)[C@H](O)C1	1%	4	0%	-6%	6	-17	1%	-3%	-8%	-10%	0%
CCc1ccc(C(=O)COC(=O)CCc2nc3ccccc3c(=O)[nH]2)cc1	0%	4	-2%	-7%	0	-5	4%	0%	-7%	-4%	-5%
COc1ccc(NS(=O)(=O)c2cccc(C(=O)NNC(=O)COc3ccccc3)c2)cc1	4%	2	-2%	.	.	-5	-4%	3%	.	-1%	-6%
O=C(Nc1ccc(S(=O)(=O)N2CCOCC2)cc1)c1ccc(CN2CCc3ccccc3C2)cc1	-23%	31[activator]	-27%	2.2µM*	2	-2	-8%	6%	8.9µM*	-9%	-32%[inhibitor]

Rows were taken by chance (roughly 14% active in at least one column).
